Assay outcomes (PubChem BioAssay)
KB-3-1 tox = KB-3-1 parental cell cytotoxicity; KB-3-1 viability, CellTiter-Glo ATP luminescence, 72 h; Potency, µM (doses to about 46.1 µM), for inactives: at the highest dose activity change, negative = cytotoxic, actives largely listed as cytotoxic; 400,000 tested, 1.4% active; AID 1347075; note: potency is the fitted concentration of half-maximal effect; % is set by controls: 0 for no effect and ±100 for the full control effect; nearly all actives have a fitted effect of over 60% in size
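Parental KB-3-1 adenocarcinoma cells in phenol-red-free DMEM with 10% FBS were pin-treated with compounds at several concentrations, incubated 72 h at 37 °C, and viability read by CellTiter-Glo luminescence; concentration-effect curves were fitted after normalization.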
ATXN viability = reduces viability in counter-screen for ATXN expression inhibitors | S2 cells (HEK-293 line with an ATXN2-luciferase reporter) viability, CellTiter-Fluor protease fluorescence, 24 h | Potency, µM (doses to about 56.7 µM), usual class: cytotoxic | 400,000 tested, 0.49% active | AID 651635; note: potency is the fitted concentration of half-maximal effect; nearly all actives have a fitted effect of over 40% in size
HepG2 tox = kills HepG2 cells in TGF-b inhibitor counter-screen; 410,000 tested, 0.76% active; Potency, µM (doses to about 46.1 µM), without a hit: at the highest dose activity change, negative = cytotoxicity, usual class: cytotoxic; HepG2 CAGA-GFP viability, ATP luminescence, 18 h; AID 588856; note: potency is the fitted concentration of half-maximal effect; some results filed as inactive show a strong effect at the top dose
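CellTiter-Glo luminescence gave cytotoxicity after 18 hours at 37 degrees C. The cells were HepG2 CAGA-GFP in 1% FBS DMEM, stimulated with 500 pg/mL TGF-beta after compound addition. %Activity was normalised to no-cell wells (complete cell-killing) and DMSO (no toxicity), and curves were fitted and classified.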
MCF10A rereplic = induces DNA re-replication in MCF 10a normal breast cells | MCF 10A DNA re-replication, Hoechst nuclear intensity, 48 h | Potency, µM (titrated, usually from 46.1 µM), for the others: at the highest dose activity, positive = re-replication, usual class: activators | 350,000 tested, 2.9% active; note: potency is the fitted concentration of half-maximal effect; % of control where 0% means no effect; nearly all actives have a fitted effect of over 50% in size
ATXN2 expr inh = ATXN2 expression inhibition. HEK-293 ATXN2-luciferase reporter, luminescence, 24 h. Potency, µM (doses to about 57 µM), for the others: top-dose activity change, negative = inhibition, most hits filed as inhibitors. 360,000 tested, 0.72% active; note: potency is the fitted concentration of half-maximal effect; % is set by controls: 0 for no effect and ±100 for the full control effect; nearly all actives have a fitted effect of over 55% in size
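qHTS (up to 57 uM final) was run with 24 h compound exposure of reporter cells at 37 °C. Each well was multiplexed: SteadyGlo luminescence measured ATXN2-luciferase expression after a fluorogenic Gly-Phe-AFC viability readout (25 uM final).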
HT1080NT lethal = kills 2HG-producing HT-1080-NT fibrosarcoma cells; HT-1080-NT fibrosarcoma viability, CellTiter-Glo ATP luminescence, 48 h; Potency, µM (series often up to 46.1 µM), for the others: top-dose activity, negative = less viability, actives largely listed as cytotoxic; 360,000 tested, 1.6% active;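 note: NT is the 2HG producing partner of a matched IDH1 knockdown line; potency is the fitted concentration of half-maximal effect; 0% = DMSO-treated cells and -100% = media-only wells without cells; nearly all actives have a fitted effect of over 55% in size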
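Toxicity toward the 2HG-producing NT line was scored as %Activity, normalised to DMSO and no-cell wells, from CellTiter-Glo luminescence after 48 hours' treatment.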
IL-1B inflam inh = inflammasome signaling inhibition, IL-1 beta readout; 360,000 tested, 4.7% active; activity change, % at 57.5 µM; THP-1 LPS/ATP IL-1B secretion, AlphaLISA, 16 h; hits give low values; in the data active = activity change below about -50%; inconclusive = mostly about -30% to -49%; note: % is set by controls: 0 for no effect and ±100 for the full control effect
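Secreted IL-1B measured by AlphaLISA bead assay after 16 h compound exposure of THP-1 cells; compounds (final up to 57.5 uM) added 1 h before LPS (250 ng/mL) and ATP (1.25 mM) stimulation; lower signal means less secretion.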
SW480 rereplic = inducers of DNA re-replication in SW480 colon cancer cells; SW480 DNA re-replication, Hoechst DNA content imaging, 48 h; Potency, µM (doses to about 46.1 µM), inactives show top-dose re-replication activation, usual class: activators; 340,000 tested, 1.8% active; AID 624297; note: potency is the fitted concentration of half-maximal effect; % of control where 0% means no effect; nearly all actives have a fitted effect of over 55% in size
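Per well, 250 cells were exposed to pinned compound for 48 hr. Nuclear DNA was visualised with Hoechst (40 min, 37 C) and total object intensity recorded by fluorescence scanning.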
HT1080 IDH1KD tx = HT-1080 IDH1 knockdown cell toxicity (counter line). HT-1080 IDH1 knockdown viability, ATP luminescence, 48 h. Potency, µM (highest dose often 46.1 µM), inactives show at the highest dose activity, negative = toxicity, actives largely listed as cytotoxic. 360,000 tested, 2% active. AID 686971;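 note: potency is the fitted concentration of half-maximal effect; 0% = DMSO wells and -100% = cell-free medium wells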
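IDH1KD HT-1080 cells, 750/well, RPMI + 5% FBS; compound pinned after 2 h settling; 48 h, 37 °C; CellTiter-Glo luminescence; % activity normalised to DMSO and no-cell wells; curves fitted, classed by r2 and efficacy.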
Numbers without * were called inactive; i = inactive; ? = inconclusive; . = not tested or not shown; [ ] = another dose, or the depositor's remark. Unless noted, calls come from the whole dose curve; as a rule, active = well fitted curve in the direction sought with a large enough effect; inconclusive = small, poorly fitted or top-dose-only effect, or another doubt; inactive = no such curve, though single readings can be large; an effect the other way counts as inactive or inconclusive. Outcome played no part in choosing rows. About 8.9% of those tested had a hit in this group.

Compound,KB-3-1 tox,ATXN viability,HepG2 tox,MCF10A rereplic,ATXN2 expr inh,HT1080NT lethal,IL-1B inflam inh,SW480 rereplic,HT1080 IDH1KD tx
S=C(NCc1cccs1)Nc1ccccc1Cl,-28%,i,-3%,6%,8%,0%,-1,-1%,5%
CC1(C2(O)CCCCC2)NCCc2ccccc21 (stereo not given),5%,i,-10%,-2%,-11%,8%,-16,?,15%
Cn1c(SCC(=O)c2ccc3c(c2)OCCO3)nnc1C1CC1,7%,i,-25%,-3%,13%,18%,-4,-3%,18%
CCCn1c(=O)c(C(=O)NNS(=O)(=O)c2ccc(Cl)cc2)c(O)c2ccccc21,0%,i,-56%,15µM*,-18%,2%,?,-3%,1%
O=C(CSc1ncccc1C(=O)O)NC1CCCCCCC1,27%,i,5%,-3%,-5%,14%,8,3%,9%
CSc1nc(-c2ccco2)cc(C(F)(F)F)c1C#N,-1%,i,4%,-7%,4%,4%,22,-2%,0%
COc1ccc(C(=O)NN2CCOCC2)cc1,19%,?,10%,23%,-9%,20%,0,-16%,26%
O=C(c1c[nH]c2ccccc12)C(F)(F)F,2%,i,-16%,7%,.,-9%,27,-5%,1%
O=C(O)c1nccnc1C(=O)Nc1ccc(Oc2c(Cl)cccc2Cl)nc1,11%,i,1%,8%,0%,12%,7,-7%,4%
Cc1ccc(NC(=S)NCc2ccc(Cl)cc2)c(C)c1,-71%,i,-26%,-1%,?,-7%,-10,2%,-3%
COc1ccc(NC(=O)c2cccc(N3C(=O)C4CC=C(C)CC4C3=O)c2)c(OC)c1 (stereo not given),11%,i,-3%,?,11%,3%,21,-4%,3%
CC(=O)NC1=NN(C(C)=O)C(C)(c2ccccc2)S1 (stereo not given),8.2µM*,i,-20%,-4%,-18%,2µM*,23,-7%,7.1µM*
O=C(NCc1ccccc1)/C(=C/c1ccccc1)NC(=O)c1ccco1,1%,i,-9%,3%,-23%,2%,-3,1%,16%
CC1(C)CC(=O)C(=Cc2cn(CCC#N)nc2-c2ccc(F)cc2)C(=O)C1,-1%,i,-2%,3%,2%,-2%,1,-9%,-4%
CC(C)NCC(O)COc1ccc2c(c1)CCC2 (stereo not given),11%,i,8%,5%,7%,2%,-7,0%,9%
CC12CCC(CC1=O)C2(C)C (stereo not given),5%,i,-1%,-1%,-2%,0%,10,-2%,2%
Cc1cc(C)c2c(=O)cc(C(=O)NCc3ccc(S(N)(=O)=O)cc3)oc2c1,2%,i,7%,.,-9%,.,.,.,.
COc1cc(/C(C)=N/NC(=O)c2ccc(CSc3nncn3C)cc2)cc(OC)c1OC,-16%,i,10%,0%,24%,23%,10,-15%,1%
CCOC(=O)CN=C1CC(C)(C)CC2=C1Sc1ncnc(N(C)C)c1N2,1%,i,-20%,?,-1%,6%,28,?,?
CSc1ccc(/C=N/NC(=O)CN2CCN(Cc3ccc(Cl)cc3)CC2)cc1,-9%,i,-34%,-2%,-12%,-2%,-5,-4%,-4%
COc1ccccc1N1CC(C(=O)NCCC2=CCCCC2)CC1=O (stereo not given),10%,i,-27%,-3%,.,-3%,-1,2%,1%
CCOc1ccccc1C1C(C(=O)Nc2ccccc2)=C(C)Nc2c(C(=O)Nc3ccc(F)cc3)cnn21 (stereo not given),1%,i,5%,.,-1%,.,.,.,.
Cc1cccc(N2CCN(CCCNc3ncnc4onc(-c5ccc(F)cc5)c34)CC2C)c1 (stereo not given),2%,i,-17%,.,2%,.,.,.,.
O=C(c1cccc(C(F)(F)F)c1)N1CCC2(CC1)NCCc1[nH]cnc12,2%,i,13%,6%,.,1%,-7,-22%,5%
O=C(CCS(=O)(=O)c1cccc2nsnc12)NCc1ccccc1Cl,1%,i,-11%,0%,-9%,2%,45,2%,1%
CNC(=S)NCc1ccc(OC)cc1,6%,i,-2%,8%,0%,1%,10,-5%,5%
COc1cc(C2NC(=O)NC(C)=C2[N+](=O)[O-])cc(OC)c1OC (stereo not given),8%,i,0%,-2%,9%,6%,-9,-1%,4%
COc1ccc2c(c1)c1nc3ccccc3nc1n2CCCN1C(=O)c2ccccc2C1=O,?,?,-5%,?,-26%,0%,6,8%,0%
NS(=O)(=O)c1ccc(CCNC(=O)COC(=O)/C=C/c2ccc(OC(F)F)cc2)cc1,-1%,i,-30%,-3%,-13%,-11%,16,-1%,-8%
CCc1nc2ccc(C(=O)NC3CCN(Cc4ccccc4)CC3)cn2c1N(CC)CCOC,13%,i,-17%,.,-18%,3%,-7,.,9%
Cc1nc(-c2coc3c(CN(C)C)c(O)ccc3c2=O)cs1,-13%,i,0%,10%,8%,2%,28,-20%,-6%
Cc1cccc(C)c1OCc1cc(C(=O)N2CC3C[C@@H]4CC2C[C@H](C3)C4)no1,-5%,?,-17%,18µM*,54%[activator],1%,-14,1%,-2%
COc1ccc(OC)c(CN2CCN(C(=O)c3ccc(F)cc3)CC2)c1,19%,i,6%,2%,-22%,11%,-15,-12%,3%
Cc1cc(C)c(S(=O)(=O)c2ccc(C(C)(C)C)cc2)c(Cl)n1,-4%,i,-13%,2%,-2%,6%,31,-21%,-4%
O=C(COc1cc(Cl)c(Cl)cc1Cl)Nc1ccc([N+](=O)[O-])cc1Cl,4%,i,-2%,-1%,.,18%,13,3%,16%
O=C(Cc1ccccc1)NCc1ccc(F)cc1,-16%,i,-12%,-3%,15%,-3%,7,2%,-2%
COc1cc2c(cc1OC)C(COc1ccc3c(C)cc(=O)oc3c1)N(C(=O)C(C)C)CC2 (stereo not given),-18%,i,10%,.,3%,.,.,.,.
CCS(=O)(=O)c1nc2ccccc2n1Cc1ccccc1Cl,6%,i,-29%,-1%,-20%,-11%,?,0%,-25%
O=C(Cc1ccccc1)NC(Nc1ccccc1)C(Cl)(Cl)Cl (stereo not given),3%,i,14%,-1%,3%,2%,-9,-3%,0%
CCOc1cc(C2CC(=O)Nc3c2c(C)nn3-c2nc(C)cc(C)n2)ccc1O (stereo not given),-10%,i,0%,.,-5%,.,.,.,.
C=C(c1cn(C(C)=O)c2ccccc12)c1cn(C(C)=O)c2ccccc12,?,i,-7%,8%,29%,12%,25,16%,2%
Cc1ccccc1N=Cc1cccc(O)c1O,1%,?,-56%,?,-13%,-13%,64,6.5µM*,15µM*
CCCCNc1cc(NC(C)=O)cc2cc(OC)c(OC)cc12,1%,i,-31%,1%,-16%,-21%,52,2%,-21%
Cc1ccccc1OCC(=O)NCc1ccccc1,14%,i,12%,0%,-11%[11.3 µM],4%,1,-4%,13%
Cc1ccc(OCCCCn2c(CCNC(=O)C(C)(C)C)nc3ccccc32)cc1,-2%,i,-65%,.,13%,.,.,.,.
COc1ccc(S(=O)(=O)N(C)CC(=O)NCc2cccnc2)cc1C,-2%,i,3%,-3%,-17%,15%,-2,3%,11%
COc1cccc(NC(=O)CN(C)C(=O)c2ccc(-c3ccc(Cl)cc3)o2)c1,-5%,i,-46%,?,1%,-10%,-24,11%,-19%
N#C/C(=N\Nc1cccc(Cl)c1)C(=O)c1ccccc1,16µM*,?,-32%,?,-35%,?,20,-1%,23µM*
O=C(O)COC(=O)C1C(c2ccccc2)C(C(=O)O)C1c1ccccc1 (stereo not given),-4%,i,0%,2%,1%,15%,-4,-13%,-1%
CCOC(=O)c1cccc(NC(=S)NCc2ccc(C)cc2)c1,-6%,i,-21%,-4%,5%[11.3 µM],-12%,-2,-8%,-2%

Next part
Compound,KB-3-1 tox,ATXN viability,HepG2 tox,MCF10A rereplic,ATXN2 expr inh,HT1080NT lethal,IL-1B inflam inh,SW480 rereplic,HT1080 IDH1KD tx
COc1ccc(C(=O)NC2CC(C)(C)Cc3occc32)cc1 (stereo not given),-8%,i,-1%,16%,36%,6%,-29,-1%,8%
Cc1cc(C)cc(NC(=O)C2CCCCN2S(=O)(=O)c2ccccc2)c1 (stereo not given),-6%,i,-18%,.,.,-3%,-3,.,-6%
O=C1c2ccccc2C(=O)C1c1ccc(O)cc1,13%,i,-2%,-5%,17%,6%,-14,?,4%
CC(Cl)C(=O)NN=C(c1ccccc1)c1ccccc1 (stereo not given),20%,i,3%,-12%,-17%,?,-22,6%,7%
COc1ccc(C(CNC(=O)c2ccco2)N2CCOCC2)cc1 (stereo not given),11%,i,-13%,10%,10%,5%,-4,-3%,4%
Cc1ccc(S(=O)(=O)N2CCCC2=O)c(C)c1N(C)S(C)(=O)=O,18%,i,19%,-1%,-3%,17%,13,-5%,12%
COC(C(=O)Nc1ccnn1C1CCN(Cc2cnn(C(C)C)c2)CC1)c1ccccc1 (stereo not given),4%,i,0%,3%,-8%,22%,-4,2%,4%
Cc1ccc(NS(=O)(=O)c2ccc3[nH]c4c(c3c2)CCCC4)cc1N(C)C,-9%,?,-100%,.,?,.,.,.,.
COc1ccc(CN2C(=O)CN(S(C)(=O)=O)CC2(C)C(=O)Nc2c(C)cccc2C)cc1 (stereo not given),-4%,.,.,.,.,8%,0,.,0%
COC(=O)c1c(NC(=O)CCNCc2ccco2)sc2c1CCC2,0%,i,-10%,11%,-26%,?,-51*,-1%,?
Cc1nc(C)c(-c2csc(NCCc3ccccc3)n2)s1,?,i,-25%,?,5%,-7%,?,8%,?
